ERG Ets-DNA blk: ERG Ets/DNA interaction inhibition; fluorescence polarization, His-ERG Ets domain / labelled DNA; actives 0.028% (n = 370,000); P11308; Potency, µM (highest dose often 76.9 µM), for inactives: top-dose FP activity, negative = inhibition, most hits filed as inhibitors; active means well fitted inhibition curve with a large enough effect in the polarisation, with a control signal flat; inconclusive means small, poorly fitted or top-dose-only effect, or effect the other way, or a change in a side signal; inactive means no such curve, though single readings can be large or run the other way; the % refers to the polarisation;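 further: polarization taken with two DNA probes labelled with fluorescein and Texas red; potency means the concentration at half of the fitted maximal effect; % of control where 0% means no effect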
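His-tagged ERG Ets domain (1 uM in the protein solution; 300mM KCl, 50mM Tris-HCl, 1mM EDTA, 1mM DTT, pH 7.5) received compound, then a probe mix of 5 nM fluorescein-DNA and 100nM Texas-615-DNA. Fluorescence polarization was read for both dyes.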
Pol beta inh: DNA polymerase beta (human) inhibition. Potency, µM (series often up to 114 µM), for the others: top-dose activity change, negative = inhibition, usual class: inhibitors. AID 485314. Pol beta primer extension/strand displacement, fluorescence kinetic. actives 1.3% (n = 340,000). P06746; further: potency means the concentration at half of the fitted maximal effect; on the % scale 0 is the no-effect control and ±100 the full control effect
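Pol beta (10 nM) and compounds were preincubated 15 min at room temperature, then 50 nM substrate (final) started primer extension/strand displacement. Reads were taken at 0 and 10 min; concentration-response data were fitted to a four-parameter Hill equation.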
POLH inh: blocks human DNA polymerase eta activity. Q9Y253. recombinant Pol eta, fluorescent DNA replication assay. Potency, µM (titrated, usually from 114 µM), for inactives: at the top dose activity change, negative = inhibition, most hits filed as inhibitors. actives 1.2% (n = 390,000). AID 588591; further: potency means the concentration at half of the fitted maximal effect; on the % scale 0 is the no-effect control and ±100 the full control effect
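Fluorescent replication assay: 50 nM final substrate added after a 15 min room-temperature compound preincubation with 10 nM enzyme. Signal taken at 0 min and again at 10 min.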
LDHA block: inhibitors of human lactate dehydrogenase A; actives 0.15% (n = 480,000); activity change, % (values are at about 110 or 230 µM); purified LDHA, NADH/diaphorase-resazurin fluorescence; active compounds read low; in the data active means activity change below about -30%; inconclusive means mostly about -25% to -30%;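 further: plate controls were DMSO wells for no effect and wells without enzyme for full effect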
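Human LDH5 at 2 nM final in Tris HCl pH 7.4 with 0.06 mM NADH and 0.2 mM pyruvate, reacted 5 minutes at room temperature. Remaining NADH coupled via diaphorase/resazurin; resorufin fluorescence read at 0 and 20 minutes, normalized to enzyme-free and DMSO wells.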
Pol kappa inh: DNA polymerase kappa (human) inhibition. purified Pol kappa, fluorescent DNA synthesis assay, 10 min. actives 0.53% (n = 400,000). Potency, µM (top dose mostly 107 µM), for the others: top-dose activity, negative = inhibition, actives largely listed as inhibitors; further: potency means the concentration at half of the fitted maximal effect; on the % scale 0 is the no-effect control and ±100 the full control effect
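Activity was followed as the change in fluorescence between reads at 0 and 10 min after starting the reaction with 50 nM substrate. Beforehand, 10 nM polymerase had been preincubated with compound for 15 min at room temperature.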
12-LOX inh: inhibitors of human 12S-lipoxygenase ALOX12. AID 1671190. purified 12hLO, xylenol orange hydroperoxide absorbance. actives 1.1% (n = 580,000). P18054. Potency, µM (top dose mostly 108 µM), for the others: at the highest dose activity change, negative = inhibition, most hits filed as inhibitors; further: potency means the concentration at half of the fitted maximal effect; on the % scale 0 is the no-effect control and ±100 the full control effect
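Purified human 12hLO at 150 nM in 25 mM Hepes, 0.01% Triton X-100, pH 7.0, preincubated 15 min at room temperature with compound. Reaction started with 40 uM arachidonic acid, 30 min at room temperature. Hydroperoxide measured by Fe-xylenol orange, 573/405 nm absorbance ratio.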
Anesthetic bind: binds horse apoferritin like a general anesthetic; apoferritin/1-aminoanthracene competitive binding, fluorescence; Potency, µM (highest dose often 77.5 µM), without a hit: top-dose activity change, negative = displacement, most hits filed as inhibitors; actives 0.074% (n = 350,000); AID 485281; further: potency means the concentration at half of the fitted maximal effect; on the % scale 0 is the no-effect control and ±100 the full control effect; nearly all actives have a fitted effect of over 20% in size
Target sequence (P02791 2-175 limits assumed): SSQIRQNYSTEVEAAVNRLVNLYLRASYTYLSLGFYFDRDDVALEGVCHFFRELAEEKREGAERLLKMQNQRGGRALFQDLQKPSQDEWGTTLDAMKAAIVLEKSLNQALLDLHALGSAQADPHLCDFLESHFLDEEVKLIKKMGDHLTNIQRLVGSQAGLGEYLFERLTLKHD
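10 uM apoferritin + 50% sat. 1-AMA, PBS; cpd 10 min RT; Ex380/Em535 endpoint; normalized to free probe vs complex; 4-param Hill fit; propofol titration as pos. ctrl.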
APE1 inh: inhibitors of human APE1 endonuclease; P27695; recombinant APE1, TAMRA/BHQ-2 abasic DNA cleavage fluorescence; Potency, µM (titrated, usually from 65.8 µM), inactives show at the highest dose activity change, negative = inhibition, actives largely listed as inhibitors; actives 0.35% (n = 350,000);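 further: potency means the concentration at half of the fitted maximal effect; plate controls were vehicle for no effect and reference inhibitor for full effect; nearly all actives have a fitted effect of over 55% in size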
Target sequence (P27695 whole entry, looked up): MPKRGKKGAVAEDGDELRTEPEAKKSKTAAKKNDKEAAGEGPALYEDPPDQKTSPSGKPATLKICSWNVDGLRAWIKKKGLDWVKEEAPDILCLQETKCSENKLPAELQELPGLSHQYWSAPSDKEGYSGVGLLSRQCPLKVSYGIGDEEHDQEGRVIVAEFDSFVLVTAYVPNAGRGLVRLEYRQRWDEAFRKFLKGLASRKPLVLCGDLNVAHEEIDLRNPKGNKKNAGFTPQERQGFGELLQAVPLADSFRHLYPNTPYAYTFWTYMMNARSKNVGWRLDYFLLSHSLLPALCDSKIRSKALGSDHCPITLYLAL
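Measures dequenching upon AP-site incision of a 5'-TAMRA/3'-BHQ-2 THF-containing duplex, 50 nM; human APE1 0.75 nM after 15 min room-temperature exposure to compound; kinetic three-point read at one-minute spacing.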
RGS4 inh: inhibitors of human regulator of G protein signaling 4; Potency, µM (titrated, usually from 114 µM), for the others: top-dose activity change, negative = inhibition, actives largely listed as inhibitors; Transcreener GDP fluorescence polarization, RGS4-accelerated GTP hydrolysis; P49798; AID 504845; actives 0.039% (n = 390,000); further: potency means the concentration at half of the fitted maximal effect; on the % scale 0 is the no-effect control and ±100 the full control effect; nearly all actives have a fitted effect of over 75% in size; some results filed as inactive show a strong effect at the top dose
Target sequence (P49798 whole entry, looked up): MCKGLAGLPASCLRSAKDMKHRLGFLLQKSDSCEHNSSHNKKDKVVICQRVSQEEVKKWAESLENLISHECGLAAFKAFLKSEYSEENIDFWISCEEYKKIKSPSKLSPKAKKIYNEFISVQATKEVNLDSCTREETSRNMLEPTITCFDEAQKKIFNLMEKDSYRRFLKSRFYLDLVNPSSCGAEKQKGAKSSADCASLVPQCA
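MLSMR compounds (23 nl, pin-transferred) preincubated 10 min at room temperature with a 500nM (2x) first reagent, then RGS4 at 900nM (2x) plus Transcreener GDP mix added; fluorescence polarization (620/688 nm) read before and after 90 min at 30 °C.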
An asterisk follows results filed as active; i = inactive; ? = inconclusive; nt = not tested or not shown; & = joins results of further samples; ! = not confirmed by another sample; [ ] = another dose, or the depositor's remark. Unless noted, the call rests on the fitted dose curve; in most records, active means well fitted curve in the direction sought with a large enough effect; inconclusive means small, poorly fitted or top-dose-only effect, or another doubt; inactive means no such curve, though single readings can be large; an effect the other way counts as inactive or inconclusive.

SMILES	ERG Ets-DNA blk	Pol beta inh	POLH inh	LDHA block	Pol kappa inh	12-LOX inh	Anesthetic bind	APE1 inh	RGS4 inh
Cc1cc(-c2ccc(C)c(S(=O)(=O)N(C(C)C)C3CCCCC3)c2)on1	0%	14%	-15%	-8	11%	?	5%	nt	4%
CCOc1ncccc1C(=O)OCC(=O)N1CCN(S(=O)(=O)c2ccccc2)CC1	2%	-1%	-16%	-3	1%	-1%	-21%	7%	-14%[56.9 µM]
Cc1c(Cl)cccc1NC(=O)CC(NCCN1CCOCC1)C(=O)O (centres undefined)	-5%	nt	-8%	0	14%	33%[activator]	nt	nt	-9%[56.9 µM]
Cc1cc(C)cc(Nc2ccc(C(=O)O)cc2[N+](=O)[O-])c1	-4%	10%	-2%	1	-10%	-5%	-9%	19%	4%
CCC(C)NS(=O)(=O)c1ccc(NC(=O)CCC2CCCCC2)cc1 (centres undefined)	2%	17%	-9%	-6	-24%	0%	-16%	-2%	13%
CC(C)CCNC(=O)NC(=O)CN1C(=O)NC2(CCCCC2)C1=O	-13%	9%	-8%	7	-12%	0%	-4%	5%	-19%[56.9 µM]
CCOCCCNC(=O)C(NC(=O)c1ccc(=O)[nH]c1)c1ccc(Cl)cc1 (centres undefined)	8%	37%	-7%	-2	-3%	7%	4%	?	-2%
COc1ccc(NC(=O)COc2ccc(/C=N/O)cc2OC)cc1	6%	1%	-18%	-3	1%	40%[activator]	-3%	-3%	-13%
Cc1cc(N=NC(=O)c2ccccc2)ccc1O	-2%	0%	2%	-5	-12%	?	-12%	0%	-7%
O=C(Cn1cc(SCc2ccccc2Cl)c2ccccc21)N1CCOCC1	nt	16%	-17%	13	-19%	-27%	-19%	0%	0%
COc1cc(NC(=O)[C@H](C)NC(=O)N2CCn3c2nc2ccccc23)cc(OC)c1	2%	10%	-21%	-1	-3%	2%	-10%	7%	24%
COCCn1c(SCC(=O)NCC2CCCO2)nc2c(c1=O)SCC2 (centres undefined)	25%	-12%	-18%	3	-3%	-4%	-5%	67%[activator]	1%
Cn1c(=O)c2c(nc(CN3CCOCC3)n2CCN2CCOCC2)n(C)c1=O	0%	1%	-4%	0	-17%	5%	28%	-3%	-35%
O=C(O)CCCNc1n[nH]c(=O)[nH]c1=O	11%	3%	-22%	0	3%	1%	-1%	4%	23%
C=CCc1cc(Cl)ccc1OCCCNC(C)C	-16%	29%	-7%	-16	-7%	?	0%	2%	-2%
O=C1CSC(=S)N1c1cccc(F)c1	70%[activator]	1%	-18%	0	1%	1%	-9%	15%	-14%
O=C(NCc1ccccn1)c1ccccc1-c1ccccc1	-4%	0%	-8%	-9	4%	11%	-6%	-2%	-10%
CCCC(O)(c1ccc(OC)cc1)C(CN1CCOCC1)c1ccccc1 (centres undefined)	-2%	11%	-10%	5	-1%	-17%	-10%	0%	-5%
Cc1ccc(SCC(=O)Nc2cccc(C)c2)cc1	9%	36%	-9%	-2	-10%	2%	-20%	-2%	26%
Cc1cc(C)cc(Nc2cc(C)nc3nc(-c4ccco4)nn23)c1	2%	-3%	-9%	2	2%[60.1 µM]	4%	?	nt	-10%
O=C(COC(=O)c1ccco1)NC12CC3CC(CC(C3)C1)C2	8%	nt	-3%	-5	-8%	13%	nt	37%	6%
NC(=O)c1ccc(NC(=O)COC(=O)c2ccccc2Nc2ccccc2)cc1	7%	8%	-6%	-8	1%	-11%	12%	-10%	-2%
O=C(NCCc1ccccc1)C1CCN(Cc2cc3ccccc3n2Cc2cccc(Cl)c2)CC1	2%	?	?	-7	-14%[60.1 µM]	?	57%[activator]	nt	7%
Cc1ccc(NC(=O)CN(C)C2CCCCC2)cc1Br	-9%	17%	-20%	-9	-5%	-4%	?	13%	6%
Cc1c(O)ccc2c(O)c(NC(=O)c3ccc4c(c3)CCC(C)(C)O4)c(=O)oc12	3%	0%	-19%	-3	-13%	0%	-10%	0%	7%
O=C(NC(=S)Nc1nc(-c2cccc([N+](=O)[O-])c2)cs1)c1ccccc1Cl	-11%	-20%	-5%	-9	-7%	-6%	-3%	-3%	-12%
CCOC(=O)CC1=C(C(=O)OCC)C(c2cccs2)C(C#N)=C(N)O1 (centres undefined)	0%	24%	-10%	-5	-1%	3%	-8%	16%	26%
O=S(=O)(c1cccc(S(=O)(=O)N2CCN(c3ncccn3)CC2)c1)N1CCOCC1	-2%	-3%	0%	-4	-3%	0%	11%	3%	42%
O=S1(=O)N=C(N/N=C/c2ccccn2)c2ccccc21	3%	-4%	-6%	0	-2%	14%	-4%	-3%	16%
COc1ccc2[nH]c(=O)c(CN(C3CCCCC3)C(c3nnnn3Cc3ccco3)C(C)C)cc2c1 (centres undefined)	21%	35µM*	18µM*	7	?	nt	?	-1%	?
CCCNC(=O)c1n[nH]c2c1CC(C(C)(C)CC)CC2 (centres undefined)	3%	nt	-17%	1	-5%	-11%	nt	0%	2%
O=C(C(c1ccccc1)c1ccccc1)N1CCN(Cc2ccco2)CC1	nt	16%	-7%	-21	-15%[60.1 µM]	?	-7%	21%	13%
CCc1ccc2[nH]c(=O)c(C(c3nnnn3CCOC)N3CCN(c4ccccc4)CC3)cc2c1 (centres undefined)	-5%	-1%	?	9	-20%	?	?	-5%	5%
Cc1c(C(=O)OCC(C)C)[nH]c2c1C(=O)CC(c1cccs1)C2 (centres undefined)	5%	2%	-10%	0	3%	16%	-16%	1%	-44%
O=c1[nH]c(C2CCCN(S(=O)(=O)c3ccccc3)C2)nc2c1nnn2Cc1ccccc1F (centres undefined)	1%	-2%	6%	-3	-2%	i	7%	3%	-9%
c1ccc(-c2nnc(OCc3cccnc3)c3ccccc23)cc1	19%	38%	-8%	-6	0%	-1%	-14%	8%	-7%
Cc1ccc(S(=O)(=O)c2c(C)cc(C)nc2Cl)cc1	2%	0%	-13%	-5	-3%	0%	-5%	-1%	-9%
COc1ccc(N(S(=O)(=O)c2ccccc2)S(=O)(=O)c2ccccc2)c(N)c1	0%	nt	?	1	-2%	-4%	nt	-13%	6%
O=C(NC1CCCCC1)NC1CCN(S(=O)(=O)c2ccc3c(c2)OCCO3)CC1	0%	4%	0%	-16	-4%	-2%	-5%	-1%	9%
Cc1ccc(NC(=O)c2ccco2)c(NC(=O)c2ccccc2C)c1	6%	-3%	-27%	0	-8%	61%[activator]	2%	17%	-14%
Cc1occc1-c1nnc(SCC(=O)c2ccc(F)cc2)o1	12%	-11%	-6%	-1	-14%	-23%	-19%	-5%	-36%
COc1cc(C(=O)OCC(=O)N2CCC(C)CC2)cc2c1OCCO2	12%	nt	-11%	-3	0%	5%	nt	17%	-19%
COc1ccc(-n2nnc3c(=O)n(CC(=O)NCC4CCCO4)cnc32)cc1 (centres undefined)	-10%	-4%	-2%	-6	-7%	13%	-14%	-5%	-5%
Cc1ccccc1OCCn1nc(C(=O)O)c2ccccc2c1=O	-2%	1%	-7%	-8	-11%	7%	?	-2%	-20%
NC(=O)CCCc1nc(-c2ccccc2)no1	-1%	4%	-15%	-5	7%	151%[activator]	-4%	-1%	17%
CC1=C(C(=O)Nc2ccccc2)C2(CCCCC2)C(C(N)=O)C(=S)N1 (centres undefined)	nt	14%	-15%	-1	-11%	2%	-7%	8%	-35%
CCCCC1CCC(C(=O)N(C)CC(=O)Nc2cccc(F)c2)CC1 (centres undefined)	-12%	5%	-12%	2	-15%	385%[activator]	?	-18%	1%
NC(=O)C1CCN(c2oc(-c3ccccc3F)nc2S(=O)(=O)c2ccc(Cl)cc2)CC1	4%	-1%	-15%	-1	-4%	?	-12%	5%	14%
O=C(Cc1ccccc1)NC(Nc1ccccc1)C(Cl)(Cl)Cl (centres undefined)	-4%	-2%	-18%	-5	-23%	?	?	-1%	14%
COc1ccc(C2CC(c3ccc4ccccc4c3)=NN2C(=O)CN2C(=O)CCC2=O)cc1 (centres undefined)	0%	-1%	-5%	-13	-6%	?	-4%	-7%	22%
c1ccc(-c2cc3n(c2)CCc2ccccc2-3)cc1	1%	4%	-6%	3&1	-20%	6.3µM*!	-21%	0%	-18%
COc1ccc(CN2CCNC(=O)C2CC(=O)NCCc2c[nH]c3ccccc23)c(OC)c1 (centres undefined)	-15%	3%	-17%	1	-13%	3%	-18%	-5%	-6%
CC(=O)c1c(C)nn(CC(O)COc2ccc3c(c2)CCC3)c1C (centres undefined)	nt	-11%	-2%	-6	-10%[60.1 µM]	2%[57.4 µM]	-5%	0%	20%
CCN(CC)CCOCCOC(=O)C1(c2ccccc2)CCCC1	14%	-4%[57.1 µM]	1%[57.1 µM]	2	2%[60.1 µM]	?	3%	-11%	?

Part of the list above in order of number of heavy atoms, ascending.
SMILES	ERG Ets-DNA blk	Pol beta inh	POLH inh	LDHA block	Pol kappa inh	12-LOX inh	Anesthetic bind	APE1 inh	RGS4 inh
O=C(Cc1ccccc1)NC(Nc1ccccc1)C(Cl)(Cl)Cl (centres undefined)	-4%	-2%	-18%	-5	-23%	?	?	-1%	14%
CC(=O)c1c(C)nn(CC(O)COc2ccc3c(c2)CCC3)c1C (centres undefined)	nt	-11%	-2%	-6	-10%[60.1 µM]	2%[57.4 µM]	-5%	0%	20%
COc1ccc(CN2CCNC(=O)C2CC(=O)NCCc2c[nH]c3ccccc23)c(OC)c1 (centres undefined)	-15%	3%	-17%	1	-13%	3%	-18%	-5%	-6%

The list is partial, so the mix of outcomes need not match the whole.
